CCHF vOTU inh – CCHFV vOTU protease inhibitors, primary screen, biochemical, Pep-AMC substrate, fluorescence; inhibition, % at 11.5 µM; Crimean-Congo hemorrhagic fever virus L polyprotein viral ovarian tumor (vOTU) protease …; AID 651958, 2012; 370,000 compounds, 0.55% hits; also: 0% = vehicle wells with enzyme and 100% = no enzyme wells
Mtb FBA inh – Mtb FBA enzyme inhibitors, primary screen, biochemical, fluorescence, strain H37Rv. AID 588726, 2011. inhibition, % at 1 µM. purified M. tuberculosis FBA, fluorescence read-out. 360,000 compounds, 2.3% hits; in the data active = inhibition above about 27%;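 also: 0% = vehicle and 100% = reference inhibitor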
Target sequence (P9WQA3 whole entry, looked up): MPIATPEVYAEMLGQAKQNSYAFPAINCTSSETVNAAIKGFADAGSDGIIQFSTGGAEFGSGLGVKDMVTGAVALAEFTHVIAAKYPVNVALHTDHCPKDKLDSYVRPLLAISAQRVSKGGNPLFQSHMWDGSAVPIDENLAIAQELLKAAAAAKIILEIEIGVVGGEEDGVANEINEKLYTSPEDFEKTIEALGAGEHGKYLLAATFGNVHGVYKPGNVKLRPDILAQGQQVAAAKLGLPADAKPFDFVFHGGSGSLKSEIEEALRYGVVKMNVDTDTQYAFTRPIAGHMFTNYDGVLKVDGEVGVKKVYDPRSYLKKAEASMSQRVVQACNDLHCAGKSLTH
PrPC surface inh – inhibitors of human cell surface prion protein PrPC, primary screen, cell-based, TR-FRET | Major prion protein (Homo sapiens), P04156 | TR-FRET read-out | inhibition, % at 13.8 µM | 370,000 compounds, 0.43% hits; in the data active = inhibition above about 24%; also: 0% = median of the test wells and 100% = reference compound wells
BoNT-A LC inh2 – BoNT/A light chain protease inhibitors, primary screen, biochemical, flow cytometry, MLPCN library. Botulinum neurotoxin type A light chain protease (Clostridium botulinum A str. ATCC 3502). multiplex microsphere protease substrate cleavage. inhibition, % at 10 µM. 360,000 compounds, 0.17% hits. AID 588499, 2011; in the data active = inhibition above about 30%; inconclusive = no clear call, values can overlap the other calls; also: plate controls were buffer without enzyme for full effect and enzyme alone for no effect
FadD28 FP inh – inhibitors of FadD28 bisubstrate probe binding, primary screen, biochemical, fluorescence polarization, single point; inhibition, % at 12.5 µM; 360,000 compounds, 0.22% hits; AID 588549, 2011; in the data active = inhibition above about 8.5%, passing the limit was not always enough; inconclusive = no clear call, values can overlap the other calls
GDH-TPI counter – GDH-TPI coupling enzyme inhibitors, primary screen, artefact control for M. tuberculosis FBA inhibitor project, biochemical, absorbance, full deck. GDH-TPI coupled enzyme counterscreen, NADH absorbance. inhibition, % at 4.8 µM. 360,000 compounds, 1.2% hits. AID 588335, 2011;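 also: 0% = DMSO wells and 100% = wells lacking the enzyme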
BoNT F protease – BoNT/F light chain protease inhibitors, primary screen, biochemical, flow cytometry, MLPCN library; 360,000 compounds, 0.22% hits; Multiplex microsphere protease cleavage assay; inhibition, % at 10 µM; in the data active = inhibition above about 35%, passing the limit was not always enough; inconclusive = no clear call, values can overlap the other calls; also: plate controls were buffer without enzyme for full effect and enzyme alone for no effect
Mtb BioA inh – M. tuberculosis BioA enzyme inhibitors, primary screen, biochemical, plate reader, single point, HTS | 7,8-diaminopelargonic acid synthase BioA (Mycobacterium tuberculosis) | purified M. tuberculosis BioA enzyme | inhibition, % at 9.99 µM | 360,000 compounds, 0.096% hits | AID 602481, 2012; in the data active = inhibition above about 40%; inconclusive = no clear call, values can overlap the other calls
UGM FP inh – M. tuberculosis UGM enzyme inhibitors, primary screen, biochemical, fluorescence polarization, single point. UDP-galactopyranose mutase (Mycobacterium tuberculosis (strain ATCC 25618 / H37Rv)), …. purified UGM, fluorescence polarization probe displacement. inhibition, % at 10 µM. 320,000 compounds, 0.06% hits; in the data active = inhibition above about 10%, passing the limit was not always enough; inconclusive = no clear call, values can overlap the other calls
Target sequence (P9WIQ1 whole entry, looked up): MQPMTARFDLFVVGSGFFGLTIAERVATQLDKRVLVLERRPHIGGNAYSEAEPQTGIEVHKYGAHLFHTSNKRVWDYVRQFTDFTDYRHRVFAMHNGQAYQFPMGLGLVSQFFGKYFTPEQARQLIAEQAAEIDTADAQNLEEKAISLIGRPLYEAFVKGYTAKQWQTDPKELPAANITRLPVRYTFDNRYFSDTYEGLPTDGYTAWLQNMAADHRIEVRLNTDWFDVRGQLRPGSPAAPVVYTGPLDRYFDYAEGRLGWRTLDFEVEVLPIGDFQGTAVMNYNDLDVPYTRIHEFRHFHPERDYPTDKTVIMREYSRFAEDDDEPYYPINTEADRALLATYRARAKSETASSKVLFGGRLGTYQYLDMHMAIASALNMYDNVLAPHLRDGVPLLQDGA
* = called active by the depositor; ? = inconclusive; · = no result given. Rule as the data show it, unless noted: active = inhibition above about 30%; inactive = the rest.

SMILES	CCHF vOTU inh	Mtb FBA inh	PrPC surface inh	BoNT-A LC inh2	FadD28 FP inh	GDH-TPI counter	BoNT F protease	Mtb BioA inh	UGM FP inh
O=C(CNC(=O)c1ccccc1Cl)OC1CCOC1=O (configuration not stated)	10	1	-8	-0.4	0.5	1	1	0.4	-3.3
C=CCc1cccc(CNc2nc3ccccc3n2C)c1O	-6	-2	4	-2.6	-4.0	-12	-39	0.7	-1.3
CCCCCc1nc2ccccc2c(=O)n1-c1ccccc1[N+](=O)[O-]	9	2	-4	-2.1	-21	2	-6	-0.1	-1.1
C[C@@H](C(=O)NCc1ccccn1)[C@H]1C[C@]1(C)[C@H](NC(=O)OCc1ccccc1)c1ccccc1	7	0	4	-0.5	-3.2	-5	-2	0.2	4.1
COc1ccc(-c2[nH]ncc2CN2CCCC(C(=O)c3cccc(OC)c3)C2)cc1 (configuration not stated)	-12	3	-2	-0.8	-1.3	4	0	-0.1	0.1
Cc1ccc(NC(=O)CC2C(=O)NCCN2C(=S)Nc2ccccc2)c(C)c1 (configuration not stated)	-1	0	5	-0.1	-1.5	6	1	-2.2	1.7
Clc1ccc(NC2=NCCCS2)cc1Cl	13	-6	14	0.1	·	-13	-1	1.3	-1.4
COCCNC(=S)N/N=C(\C)c1ccc2cc(OC)ccc2c1	-2	13	-10	-1.4	0.4	28	-8	·	2.3
Cc1[nH]c2ccccc2c1C(c1ccccn1)N1CCC(C)CC1 (configuration not stated)	-5	6	-7	0.9	-2.1	9	6	·	-1.0
CCCCC(CCc1ccccn1)C(=O)c1ccccc1 (configuration not stated)	-9	-2	6	-1.3	-5.5	-2	-4	·	·
CC(C)OCc1c(C(=O)OC/C(O)=C(\C#N)c2nc3ccccc3[nH]2)oc2ccccc12	-3	4	-4	-0.5	-3.3	2	-1	·	3.6
Cc1ccc2nc(SCC(=O)Nc3ccccc3N3CCOCC3)c(C#N)cc2c1	4	5	-1	-0.2	-0.2	-4	8	-0.8	2.0
COc1ccc(C2c3ccc(O)cc3Oc3ncn4nc(-c5ccccn5)nc4c32)cc1OC (configuration not stated)	-7	-3	0	·	-4.4	1	·	·	2.1
COc1ccc(C(C)=O)cc1COC(=O)CNC(=O)c1cc(C)cc(C)c1	3	-7	4	0.7	-4.4	4	11	·	-1.0
CC(C)CC(=O)Nc1cccc(-c2cn3ccsc3n2)c1	-3	0	3	0.2	-1.3	-1	4	-0.8	0.4
O=C(CCNC(=O)c1ccccc1)NCCc1ccc(Cl)cc1	9	3	11	1.4	-1.6	-3	-9	1.4	-1.3
CCOCCn1ccc2c(OCC(=O)Nc3ccc(OC)c(OC)c3)cccc2c1=O	0	4	10	1.6	4.2	1	-3	0.8	·
O=C(Nc1ccc(O)cc1C(=O)O)c1cccc(Br)c1	9	-2	-3	0.1	-0.3	12	5	-5.1	3.3
O=C(COC(=O)Cn1[nH]c(=O)c2ccccc2c1=O)NNC(=O)c1ccccc1	-7	2	-4	·	-0.7	5	·	0.3	-1.2
O=C(COc1ccc(Cl)cc1Cl)N(C1CCCCC1)C1CCS(=O)(=O)C1 (configuration not stated)	6	1	8	0.0	-5.4	1	-3	-1.2	1.8
CCN1CCN(C(c2cccs2)C(C)NC(=O)NC2CCCCC2)CC1 (configuration not stated)	-7	-3	-1	-0.2	-3.1	-11	-5	-1.2	-2.3
COCc1ccc(C(=O)N2CCCC(C(=O)c3ccc(SC)cc3)C2)s1 (configuration not stated)	2	4	-1	-2.4	-4.1	10	-10	5.3	-0.6
O=c1[nH]cnc2c1nnn2C1OC(CO)C(O)C1O (configuration not stated)	5	0	-4	0.8	-0.2	0	-1	-0.4	·
COc1ccc2oc(=Nc3cccc(F)c3)c(C(N)=O)cc2c1	-13	39*	-3	-0.6	-3.9	2	-2	·	-0.8
O=C(CN1CCc2cc3c(cc2C1)OCCCO3)Nc1c(F)cccc1F	13	3	2	0.1	-0.8	-8	-4	0.0	1.2
CCC(C)(C(=O)NC1CCCCC1)N(C(=O)c1ccccn1)c1ccc(C)cc1 (configuration not stated)	-8	-11	-4	0.4	-3.0	-12	1	0.7	-1.1
O=C(Nc1ccccc1)Oc1ccccc1N1CCOCC1	-3	0	0	-0.6	0.2	7	7	·	1.5
O=C(Nc1ccc(N2CCOCC2)cc1)c1ccc(Cl)c(S(=O)(=O)N2CCCC2)c1	-1	-2	9	-0.9	-2.3	11	-8	-1.4	1.9
Cc1c(NC(=O)CN2C(=O)NC3(CCC(C)CC3)C2=O)c(=O)n(-c2ccccc2)n1C (configuration not stated)	-11	-3	-5	0.0	-4.1	4	-3	·	0.1
COc1ccc(Br)cc1C(=O)Nc1ccccc1N1CCCC1	-11	-1	4	-1.5	0.2	-7	-14	1.8	1.6
CC(=O)N(c1ccccc1)c1nc(/C=C/C(=O)O)cs1	3	0	7	0.0	-2.7	-4	-1	0.7	2.0
CSCC(=O)N1CCC(n2nccc2NC(=O)CCCc2ccccc2)CC1	-10	-1	-4	0.7	-4.2	-6	10	-0.1	1.1
CC(C)=CCC/C(C)=C/CNC(=O)CC1C[C@H](C(=O)N2CCOCC2)[C@@]2(C)c3[nH]c4ccccc4c3CCN2C1=O (some centres not stated)	-1	-2	-1	-0.1	-4.4	4	-2	-1.0	-0.6
Cc1ccc2c(c1)nnn2C1CCN(CC(=O)NCCc2nc3ccccc3[nH]2)CC1	-7	1	-1	-0.9	-1.7	7	-11	0.5	2.1
Cc1c(C(=O)N2CCCC2)oc2c1-c1[nH]ncc1CC2	-1	0	-5	-0.4	-0.5	-2	6	-0.9	1.1
C=CCn1cccc(/C=C/C(=O)c2ccc(C(C)(C)C)cc2)c1=S	20	-3	-24	30*	-3.5	11	-6	·	3.1
COc1ccc(-c2noc(CCC(=O)N3CCN(c4ccccc4Cl)CC3)n2)cc1	24	-1	3	-0.3	-0.1	6	5	-1.1	·
CNC(=O)OCCc1n(C)cc[n+]1C	-15	3	0	0.4	0.2	-2	3	-0.7	1.7
Cc1cc(S(=O)(=O)N2CCN(Cc3ccc4c(c3)OCO4)CC2)cc(C)c1N1CCCC1=O	-7	4	6	1.1	-0.1	6	1	-0.7	-1.2
CCOc1cc2c(cc1OCC)-n1cccc1C(c1ccc(OC)c(OC)c1)NC2 (configuration not stated)	0	-1	-1	-1.4	·	3	-9	-0.9	-2.2
COC(=O)c1ccc(C23CC4(C2)[C@H](CN(CC2CCCCC2)[C@@H]4c2ccccc2)C3c2ccccc2)cc1 (some centres not stated)	-1	0	5	-0.9	-1.5	0	-8	-1.6	-0.3
O=c1[nH][nH]c2c1[C@H](c1ccc(Cl)cc1)O[C@H](C1CC1)C2	16	·	-3	-1.0	·	·	-10	·	·
O=S(=O)(c1ccc(N2CCN(CCO)CC2)nc1)N1CCCCC1	7	-1	-27	0.6	-4.6	16	-3	-1.1	2.4
O=S(=O)(O)c1cnccc1Nc1cccc(C(F)(F)F)c1	-10	-6	6	-2.0	-3.6	-16	?	-0.7	1.7
O=C(NCC1CCOCC1)C1CCC(=O)N(Cc2cccc(C(F)(F)F)c2)C1 (configuration not stated)	13	1	1	0.0	-4.6	-1	0	1.1	2.6
CN(C)c1ccc(CNS(=O)(=O)c2ccc3c(c2)NC(=O)CS3)cc1	2	4	2	0.0	1.3	9	-2	-4.1	1.2
CC(C)COc1cccc(C(=O)N2CCN(C(=O)c3ccco3)CC2)c1	8	-3	-4	-0.2	-2.8	7	-7	0.1	-1.8
CC(C)(C)S(=O)N1Cc2cc(C(=O)N3CCc4ccccc4C3)nc(-c3cccc(-c4cccnc4)c3)c2[C@@H]1CCO (some centres not stated)	37*	0	-6	0.4	-4.7	·	-21	6.0	·
COc1cc(-c2nnc(-c3ccco3)o2)ccc1OCc1ccccc1	-5	121*	-5	-0.2	-2.4	8	4	0.3	-0.9
COc1ccc(C(=O)N(C)CC(O)c2ccccc2)cc1OC1CCN(C(C)=O)CC1 (configuration not stated)	-3	1	4	·	-1.0	6	·	0.1	0.2

Complete entries, looked up by structure:
O=C(NCC1CCOCC1)C1CCC(=O)N(Cc2cccc(C(F)(F)F)c2)C1 (configuration not stated) reads CCHF vOTU inh: 13; Mtb FBA inh: 1; PrPC surface inh: 1; BoNT-A LC inh2: 0.0; FadD28 FP inh: -4.6; GDH-TPI counter: -1; BoNT F protease: 0; Mtb BioA inh: 1.1; UGM FP inh: 2.6
O=S(=O)(c1ccc(N2CCN(CCO)CC2)nc1)N1CCCCC1 reads CCHF vOTU inh: 7; Mtb FBA inh: -1; PrPC surface inh: -27; BoNT-A LC inh2: 0.6; FadD28 FP inh: -4.6; GDH-TPI counter: 16; BoNT F protease: -3; Mtb BioA inh: -1.1; UGM FP inh: 2.4

The listing picks up, repeating the three entries before the break.
SMILES	CCHF vOTU inh	Mtb FBA inh	PrPC surface inh	BoNT-A LC inh2	FadD28 FP inh	GDH-TPI counter	BoNT F protease	Mtb BioA inh	UGM FP inh
CC(C)(C)S(=O)N1Cc2cc(C(=O)N3CCc4ccccc4C3)nc(-c3cccc(-c4cccnc4)c3)c2[C@@H]1CCO (some centres not stated)	37*	0	-6	0.4	-4.7	·	-21	6.0	·
COc1cc(-c2nnc(-c3ccco3)o2)ccc1OCc1ccccc1	-5	121*	-5	-0.2	-2.4	8	4	0.3	-0.9
COc1ccc(C(=O)N(C)CC(O)c2ccccc2)cc1OC1CCN(C(C)=O)CC1 (configuration not stated)	-3	1	4	·	-1.0	6	·	0.1	0.2
Cc1cc(N2CCN(C)CC2)nc2ccc(NC(=S)N3CCC4(CC3)OCCO4)cc12	-3	3	0	0.2	1.5	19	-2	-0.6	-5.6
Cc1csc2c(=O)sc(NC(=O)c3cccs3)nc12	13	11	5	7.5	-4.7	-2	32	-1.4	-1.5
CC(=O)Oc1ccc(-c2cccc(C(=O)NCCCO)c2)cc1	-3	1	4	0.3	-1.5	-15	-8	0.4	·
O=C(COC(=O)c1sc2cc(F)ccc2c1Cl)Nc1ncc(Cl)cc1Cl	-6	0	8	-0.4	-1.5	6	-7	·	-4.5
CCOC(=O)C1CCN(c2nc3c(C)cccn3c(=O)c2/C=C(\C#N)S(=O)(=O)c2ccccc2)CC1	-3	-3	-10	3.2	-4.4	-9	9	·	-1.0
CCCCOC(=O)C1=C(C)Nc2ncnn2C1c1cc(OC)ccc1OC (configuration not stated)	0	-3	8	7.0	-3.6	4	10	-0.4	-0.4
CCOC(=O)C(Cc1c(F)cccc1Cl)c1ccno1 (configuration not stated)	10	1	1	0.5	-1.4	4	2	·	-2.0
c1cncc(CNCCc2c[nH]c3ccccc23)c1	-12	-2	8	0.0	1.5	1	0	1.3	-0.1
COC(=O)C(NC(=O)c1ccccc1)(Nc1nccs1)C(F)(F)F (configuration not stated)	11	-1	3	-0.2	-6.1	4	-3	-0.1	-3.1
Cc1ccc(-n2cnc3c(=O)[nH]cnc32)cc1	8	-2	-5	-0.9	-3.8	0	-7	1.3	·
Cc1nc2cc(NC(=O)COc3ccc(C#N)cc3)ccc2n1-c1ccccc1	5	-6	8	6.3	-2.2	16	2	-1.2	-1.1
CSc1ccccc1C(=O)NCCS(=O)(=O)N1CCN(c2ccc(F)cc2)CC1	12	-2	1	-1.8	-0.3	-2	-6	-0.8	2.3
CN(C)S(=O)(=O)c1cccc(NC(=O)c2ccc(S(=O)(=O)N3CCCCC3)cc2)c1	-6	2	9	0.2	-0.7	7	3	-2.9	-0.1
CCOC(=O)N1CCN(Cc2nc3cc(NC(=O)c4ccco4)ccc3n2CC)CC1	2	-1	-6	-1.8	-3.4	6	-7	7.0	1.9
Cc1ccc(CC(=O)NNC(=O)c2cccs2)cc1C	5	-2	3	-3.8	-0.1	6	-2	-0.2	·
Cc1ccc(CN2CC(N3CCC(Cc4ccccc4)CC3)CS2(=O)=O)cc1 (configuration not stated)	8	-1	-4	-1.3	-4.6	·	-12	1.6	·

Source: PubChem BioAssay (several laboratories)
